PABP1 MLLE inh: inhibitors of microRNA-mediated deadenylation, human PABP1 MLLE binding; GST-MLLE / FITC-PAM2 fluorescence polarization; inhibition, % at 20 µM; actives 0.36% (n = 360,000); in the data active means inhibition above about 35%, passing the limit was not always enough;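 further: plate controls were DMSO wells with GST-MLLE for no effect and wells lacking GST-MLLE protein for full effect; some results filed as inactive read as strong as hits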
CendR NRP1 mod: NRP-1/CendR interaction modulation | inhibition, % at 25 µM | AID 602438 | O14786 | actives 0.85% (n = 360,000) | FAM-RPARPAR peptide binding to NRP-1, fluorescence polarization;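 active means inhibition or corrected inhibition above about 18%, plus a signal ratio from 0.5 to 1.5, limit read from the data, passing the limit was not always enough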; further: strong numbers were not always called active
MsrA inh: inhibits bovine methionine sulfoxide reductase A; purified bovine MsrA, absorbance read-out; inhibition, % at 15.5 µM; actives 0.75% (n = 360,000); in the data active means inhibition above about 4.5%;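 further: 0% = vehicle wells with enzyme and 100% = reference inhibitor wells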
SKN-1 block: blocks SKN-1 activity in C. elegans; inhibition, % at 21.8 µM; actives 0.49% (n = 360,000); C. elegans VP596 Pgst-4::GFP/RFP ratio, acrylamide-induced, 24 h;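 active means interference check ratio from 0.5 to 1.5 plus GFP to RFP signal ratio inhibition reaching or exceeding a fixed threshold, cut at about 30% in these data, passing the limit was not always enough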; further: some compounds called inactive have numbers as strong as hits
MT1-MMP act inh: inhibitors of human MT1-MMP activation. P50281. HT1080 RFP-PRO-GFP cells, GFP/RFP ratio fluorescence, overnight; percent of plate control window, DMSO zero. GFP/RFP ratio change, % at 20 µM. actives 0.061% (n = 360,000). AID 651647;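 active means GFP/RFP ratio change of at least 30% with cell ATP level not reduced by more than half and red fluorescence within 50% of control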; further: strong numbers were not always called active
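Assay system: HT1080 RFP-PRO-GFP cells | Dosing: 20 µM single dose, 1% DMSO | Incubation: Cells overnight before dosing, compound overnight, 37 °C, 5% CO2 | Evaluation: GFP/RFP fluorescence ratio | Control set: DMSO-only wells and HT1080 RFP-L50D-GFP cell wells as references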
FAS-TE inh: inhibitors of human fatty acid synthase thioesterase domain | P49327 | recombinant FAS-TE, OMFH fluorogenic substrate, fluorescence endpoint | inhibition, % at 15 µM | actives 0.67% (n = 360,000) | AID 602261;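 active means compounds whose normalised, plate-corrected inhibition of enzyme fluorescence in the single-dose primary screen is 50% or more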;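 further: 0% = DMSO with enzyme and 100% = substrate without enzyme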
MsrA act: activators of bovine methionine sulfoxide reductase A | actives 0.3% (n = 360,000) | activation, % at 10.6 µM | purified bovine MsrA, absorbance read-out; in the data active means activation above about 7.5%;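 further: 0% = vehicle and 100% = reference activator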
TbMetRS inhib: blocks T. brucei methionyl-tRNA synthetase activity; purified T. brucei MetRS, ATP depletion, Kinase-Glo luminescence; inhibition, % at 11.9 µM; actives 0.4% (n = 360,000);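 active means inhibition above a per-plate cutoff of the control wells' mean inhibition plus 3 SD, cut at about 5.5% in these data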;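 further: 0% = DMSO wells median and 100% = median of wells with control inhibitor compound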
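Material – parasite MetRS enzyme · Medium – HEPES-MgCl2-KCl buffer plus DTT, spermine, BSA, pyrophosphatase · Reagent – ATP, methionine and E. coli bulk tRNA substrates · Times – 15 min enzyme-compound preincubation, 2 h reaction, 10 min detection, 25 °C · Measured by – luminescence of leftover ATP · Evaluation – percent inhibition relative to median high and low control wells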
eLon inh: E. coli protease La inhibition | P0A9M0 | purified E. coli Lon protease, fluorescence polarization | inhibition, % at 7.94 µM | actives 0.42% (n = 360,000) | AID 602123; in the data active means inhibition above about 13%, passing the limit was not always enough;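 further: 0% = enzyme with probe and DMSO and 100% = no enzyme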
Target sequence (P0A9M0 whole entry, looked up): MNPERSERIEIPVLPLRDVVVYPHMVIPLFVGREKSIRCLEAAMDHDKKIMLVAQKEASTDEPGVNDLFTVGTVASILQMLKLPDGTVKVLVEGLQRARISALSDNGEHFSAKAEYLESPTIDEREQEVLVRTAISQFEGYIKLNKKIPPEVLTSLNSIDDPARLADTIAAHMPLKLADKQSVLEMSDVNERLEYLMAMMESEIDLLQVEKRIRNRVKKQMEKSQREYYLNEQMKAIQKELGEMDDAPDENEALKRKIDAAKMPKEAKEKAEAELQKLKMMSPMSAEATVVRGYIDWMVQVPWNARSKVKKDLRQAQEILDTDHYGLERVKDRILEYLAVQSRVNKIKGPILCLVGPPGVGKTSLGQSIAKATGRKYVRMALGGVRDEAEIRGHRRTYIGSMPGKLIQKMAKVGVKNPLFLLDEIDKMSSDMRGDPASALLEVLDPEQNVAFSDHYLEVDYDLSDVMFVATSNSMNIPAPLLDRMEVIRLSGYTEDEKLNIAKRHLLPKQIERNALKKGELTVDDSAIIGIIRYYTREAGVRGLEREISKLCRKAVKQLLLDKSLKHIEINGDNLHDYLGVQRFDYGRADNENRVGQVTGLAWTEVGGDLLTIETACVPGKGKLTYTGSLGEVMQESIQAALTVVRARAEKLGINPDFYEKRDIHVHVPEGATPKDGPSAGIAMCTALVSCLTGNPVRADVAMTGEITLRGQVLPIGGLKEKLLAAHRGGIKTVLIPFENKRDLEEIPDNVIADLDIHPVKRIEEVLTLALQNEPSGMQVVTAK
Starred values were filed as active, the others as inactive; · = not tested or not shown.

structure	PABP1 MLLE inh	CendR NRP1 mod	MsrA inh	SKN-1 block	MT1-MMP act inh	FAS-TE inh	MsrA act	TbMetRS inhib	eLon inh
Cc1ccc(N(CC(=O)N2CCN(c3ccc(F)cc3)CC2)S(=O)(=O)c2c(C)noc2C)cc1	-3.1	7.5	0.5	-10.3	0.7	19.9	-2.4	-0.1	1.0
COc1ccc(COc2ccsc2C(=O)Nc2ccc(Cl)cc2)cc1	-16.7	-8.3	0.4	23.9	-2.2	15.5	0.6	0.1	-2.9
COc1ccc(N2CCOCC2)c(NC(=O)c2cc3ccccc3o2)c1	1.8	-6.9	-0.4	-11.6	-2.3	18.2	-13.4	4.0	9.6
Cc1ccc2nc(N3C(=O)C(O)=C(C(=O)c4ccco4)C3c3cccc(O)c3)sc2c1 (stereo not drawn)	-11.4	-56.3	2.1	9.2	-2.1	4.1	-4.5	-1.7	-1.9
COc1ccc(/C=C/C(=O)N(C)CC(=O)Nc2cccc(F)c2)cc1S(=O)(=O)N1CCCCC1	-23.1	-8.6	0.6	6.7	-9.5	3.7	-3.5	-0.5	-12.7
CCn1c(SCC(=O)NC2CCCC2)nc2c(c1=O)SCC2	-3.5	-4.0	0.5	12.1	3.8	-7.9	-6.3	0.1	5.4
Cc1cccc(OCC(=O)N2CCN(C(=O)c3ccco3)CC2)c1	18.6	-1.0	-0.8	17.8	0.2	-11.4	-3.7	-0.6	-6.6
CC(C)c1ccc(S(=O)(=O)N2CCN(C(=O)CN3C(=O)c4ccccc4C3=O)CC2)cc1	-34.7	30.1*	-0.7	-8.5	4.1	8.4	-0.8	-0.1	4.8
COc1ccc(NC(=O)CN(C)S(=O)(=O)c2ccc3c(c2)CC(C)N3C(C)=O)cc1OC (stereo not drawn)	13.8	-1.1	-1.3	-8.0	-1.2	-6.0	-0.3	-0.1	-0.1
NS(=O)(=O)c1ccc(NC(=O)COC(=O)c2cnccn2)cc1	9.9	-12.4	0.5	-10.0	-1.8	-4.0	-4.5	-0.1	6.7
O=C(Nc1cccc(C(F)(F)F)c1)C1CCCN1S(=O)(=O)c1cccc2cccnc12 (stereo not drawn)	2.5	-11.5	0.0	-5.1	-5.3	14.6	4.2	-0.6	5.1
CCCCOc1ccc(C(=O)N/C(=C\c2ccc([N+](=O)[O-])cc2)C(=O)OCc2ccco2)cc1	7.2	0.8	0.6	-16.1	0.2	59.8*	-3.2	-1.0	5.0
CC(=O)c1ccc2cccc3c2c1N=CN3C	17.4	-10.7	-0.3	11.2	-334.3	-13.2	-3.2	-0.5	-12.7
COc1ccc(C(=O)NC2CCN(CC(=O)N3CCCCC3)CC2)cc1	8.4	9.2	-1.6	5.6	-0.7	-6.6	0.2	1.0	1.9
CCc1ccc(N2CC(C(=O)OCC(=O)NC3CC3)CC2=O)cc1 (stereo not drawn)	-30.6	-0.2	0.3	20.8	-1.1	-7.0	-1.6	-0.3	-2.4
Cc1cc(C)cc(N(CC(=O)N2CCOCC2)S(=O)(=O)c2ccccc2)c1	-12.1	-17.5	0.2	-12.0	1.5	-4.9	-3.3	-1.1	-1.0
CC(C)OC(=O)CSc1nc(Cc2cccs2)nc2ccccc12	26.6	1.9	0.1	4.5	-5.6	19.7	-2.5	-0.4	-1.5
COc1ccc(OCC(=O)N/N=C(\C)CC(=O)Nc2cccc([N+](=O)[O-])c2)cc1	-15.8	12.6	2.0	2.1	5.3	-0.7	-2.6	-0.3	1.8
CCOc1ccccc1N1CC(C(=O)Nc2cc(Cl)ccc2-n2cncn2)CC1=O (stereo not drawn)	-3.1	-2.5	-1.9	17.3	4.1	2.3	-0.9	-0.3	-1.5
Cc1c(C)c2ccc(OCC(=O)NCc3ccccn3)cc2oc1=O	7.6	10.6	0.4	5.7	4.0	-0.6	-3.8	-0.1	-2.0
Cc1ccc(S(=O)(=O)Oc2ccc(/C=N/NC(=O)c3ccncc3)cc2)cc1	-8.3	-3.9	2.8	26.4	0.2	-7.9	-3.2	-0.5	-6.6
CCN(CC)CCCNc1oc(-c2ccc(OC)c(OC)c2)nc1C#N	7.7	-12.1	2.0	11.8	0.6	-11.3	-0.3	-0.6	10.3
Cc1[nH]c(C)c(S(=O)(=O)Nc2ccccc2Cl)c1C(=O)N1CCCC1	4.0	3.8	-0.6	-10.7	1.1	-12.9	-8.8	3.4	-1.5
COc1ccccc1N/N=C/c1c(CO)cnc(C)c1O	-10.0	0.7	1.0	5.3	-0.4	-0.3	-3.0	0.1	-1.9
c1ccc2c(c1)nc(N1CCCCCC1)c1ccccc12	-140.3	2.9	3.0	2.6	-4.4	18.7	-4.6	-0.7	8.4
CCOC(=O)c1c(C)[nH]c(C(=O)OCC(=O)N2c3ccccc3CC2C)c1C (stereo not drawn)	-13.1	-1.9	0.6	6.0	2.9	17.4	1.7	-0.3	4.4
CCOc1ccccc1NC(=S)N(CCCN1CCOCC1)Cc1cn(C)c2ccccc12	-21.3	-4.9	-0.2	1.2	·	7.8	-12.1	-1.3	-6.7
CC(=O)c1c(C)cc(C)c(CSc2nc(C)cc(=O)[nH]2)c1C	43.9*	10.5	-1.2	6.0	3.9	-3.5	-2.0	-0.1	1.1
Cc1cc(CN(C)C(=O)CC2C(=O)NCCN2Cc2ccc(-c3ccccc3)cc2)on1 (stereo not drawn)	-9.2	4.8	0.3	18.7	·	0.6	-2.6	-0.6	9.8
CC(=O)NCCc1nc2cc(NC(=O)c3ccccc3)ccc2n1C	17.2	1.5	0.9	-4.1	-1.9	-1.4	-3.4	-0.1	8.3
COc1ccccc1C1/C(=C(/O)c2cnn(-c3ccccc3)c2C)C(=O)C(=O)N1CCN(C)C (stereo not drawn)	1.7	10.4	0.3	-2.8	1.1	-1.0	-1.4	0.2	-2.0
Nc1ccccc1Oc1ncc(C(F)(F)F)cc1Cl	3.8	11.5	0.0	7.4	-2.4	-1.2	-1.6	-0.3	3.8
COc1ccc(S(=O)(=O)N2CCN(C(=O)CCCN3C(=O)NC4(CCCC4)C3=O)CC2)cc1	-27.8	-0.8	0.0	2.0	4.1	-2.8	-4.0	-0.2	-5.9
CCOC(=O)C1C(c2ccc(Cl)cc2)NC(=S)NC1(O)C(F)(F)F (stereo not drawn)	-41.7	-20.2	-1.6	3.5	-2.9	-3.2	-4.0	-0.3	-8.3
OCCC1CN(Cc2cccn2-c2nccs2)CCN1C1CCCCC1 (stereo not drawn)	-7.6	-0.6	-0.1	8.9	-0.5	-11.3	-3.5	-0.2	0.2
Cc1cccc(OCCNc2cc(N3CCN(CCO)CC3)ccc2[N+](=O)[O-])c1	9.3	-7.3	-0.2	-9.0	3.1	14.5	-2.9	0.3	0.7
O=C(CN1CCCN(Cc2ccc(F)cc2Cl)C1=O)NC1CCCCCCC1	7.7	-5.7	0.1	-14.5	5.9	14.8	-6.5	-0.5	-6.5
COc1cc(OC)cc(C(=O)NC(=S)Nc2ccc3[nH]c(=O)[nH]c3c2)c1	31.4	21.5	-0.5	-4.0	-0.3	-5.4	-3.1	-0.4	1.8
Cc1cc(CN(C)C(=O)c2cc(COc3ccc(C)c(C)c3)on2)on1	-12.6	-1.5	-0.4	18.8	-3.7	8.0	-4.0	-0.3	4.8
CCCCOC(=O)c1ccc(OC(=O)N2CCOCC2)cc1	-3.3	9.6	0.8	8.3	-3.2	0.4	1.3	0.0	1.5
CCc1cc(=O)oc2cc(C)cc(OC(C)C(=O)NCCCn3ccnc3)c12 (stereo not drawn)	9.2	7.5	-0.3	-2.2	0.7	-5.5	-3.2	-0.4	-0.9
COCCn1c(N)c(C#N)c2nc3ccccc3nc21	-11.1	-8.4	3.2	9.7	2.0	-8.2	-1.2	-0.5	0.2
CN(CC(=O)NCc1ccco1)CC(=O)Nc1cc(S(C)(=O)=O)ccc1Cl	6.4	3.4	0.9	24.4	5.0	-4.5	0.8	0.1	-4.3
Cc1cccc(OCC(=O)NNC(=O)c2ccccc2OCc2c(C)noc2C)c1	-5.2	7.6	-0.8	6.1	1.1	-5.8	-3.0	0.2	-12.3
COC(=O)/C=c1/s/c(=C(/C#N)C(=O)NCc2ccccc2)n(-c2ccccc2)c1=O	-39.7	-9.6	-1.3	20.5	11.2	-1.0	0.1	0.9	6.9
c1ccc(-c2nnc(CN3CCN(C(c4ccccc4)c4ccccc4)CC3)o2)cc1	2.4	-3.7	0.2	-8.7	-5.3	9.1	-10.9	0.2	-1.9
Cc1ccc(NC(=O)NCc2cccnc2)cc1Cl	0.9	7.7	0.6	24.2	-1.7	-3.5	-4.2	-0.3	7.1
CC(=O)N1c2ccc(S(=O)(=O)NCC3CCC(C(=O)N(C)Cc4ccccc4)CC3)cc2CC1C (stereo not drawn)	-13.1	1.2	0.1	11.0	1.6	-9.1	-2.5	0.3	0.2
C=C(C)c1cccc(C(C)(C)NC(=O)NCC2COCCO2)c1 (stereo not drawn)	5.4	9.8	-1.5	0.3	0.9	-7.8	-5.7	-1.1	-7.2
Cc1ccc(-c2nnc(SCC(=O)Nc3nc4c(s3)CCCC4)n2C)cc1	13.0	5.6	0.3	5.0	4.1	-8.6	0.3	-0.5	1.7

Two entries picked at random from the list so far:
structure	PABP1 MLLE inh	CendR NRP1 mod	MsrA inh	SKN-1 block	MT1-MMP act inh	FAS-TE inh	MsrA act	TbMetRS inhib	eLon inh
Cc1cccc(OCC(=O)NNC(=O)c2ccccc2OCc2c(C)noc2C)c1	-5.2	7.6	-0.8	6.1	1.1	-5.8	-3.0	0.2	-12.3
CCOc1ccccc1NC(=S)N(CCCN1CCOCC1)Cc1cn(C)c2ccccc12	-21.3	-4.9	-0.2	1.2	·	7.8	-12.1	-1.3	-6.7

The listing continues:
structure	PABP1 MLLE inh	CendR NRP1 mod	MsrA inh	SKN-1 block	MT1-MMP act inh	FAS-TE inh	MsrA act	TbMetRS inhib	eLon inh
COc1cccc2cc(C(=O)NCCN3CCOCC3)c(=O)oc12	3.6	-1.0	2.2	8.4	2.4	-3.2	-5.7	-0.6	5.2
CN(CCC(=O)c1ccccc1)CCC(=O)c1ccccc1	43.9*	-5.8	-1.2	2.4	2.6	-3.2	-2.9	-0.7	1.6
O=C(NCC1CCCO1)c1cccc(Br)c1 (stereo not drawn)	-0.9	3.4	-0.9	14.1	-3.6	-7.0	-11.3	-1.4	-7.5
O=C(CN(Cc1ccccc1)C(=O)CCC(=O)Nc1ccccn1)NCCc1ccccc1	-9.7	-2.3	-1.4	17.8	0.2	-3.7	-1.4	-0.1	1.5
COc1ccc(-n2c(Cc3cccn3C)nnc2SCC(=O)NCC2CCCO2)cc1 (stereo not drawn)	1.0	-5.8	-0.1	2.5	2.4	-3.0	-2.0	-0.1	3.0
CC(C)C(NC(=O)OCc1ccccc1)C(=O)NC(Cc1c[nH]c2ccccc12)C(=O)O (stereo not drawn)	-4.3	17.7	-1.0	8.6	-1.8	-1.3	-0.5	-0.1	8.7
CC12CC3(C)CC(C)(C1)CC(C(=O)NCC(=O)O)(C2)C3	18.2	3.0	-1.2	-3.0	-1.5	-6.5	-5.0	-0.8	-3.6
Cc1nc(N2CCOCC2)sc1C=O	12.4	8.2	6.6*	8.1	-0.9	-6.6	-6.9	-0.1	20.2*

Screens from PubChem.
